PAX8 inh HTS: inhibitors of PAX8-driven TPO luciferase reporter, primary screen, RMG-I cells, single concentration; SteadyGlo, 24 h; inhibition, % at 12.6 µM; hit rate 1.2% among 360,000; AID 652154, 2013;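 active = mean replicate inhibition at least 60% with every replicate also reaching 60%; inconclusive = only one of the two criteria is met; inactive = mean below 60% and not all replicates reaching 60%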;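 also: luciferase light reporting Pax8 driven TPO promoter activity; plate controls were median of neutral control wells for no effect and mitoxantrone controls for full effect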
CFTR F508del cor: F508del CFTR correction, initial screen, CFBE line, single point; CFBE cells, YFP halide quenching; stimulated with forskolin plus potentiator P3; % fluorescence drop versus neutral controls; hit rate 0.36% among 350,000; AID 720511, 2013; activity (quench increase), % at 7.58 µM;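 active = mean added fluorescence quench of at least 8% versus neutral control, with both replicates also reaching 8%; inconclusive = only one of the mean or replicate conditions met; inactive = mean below 8% and not both replicates reaching 8%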;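 also: cells transiently co-express mutant CFTR-F508del with the halide-sensitive YFP; corrector assay measuring rescue of mutant channel to the surface after 24 h compound exposure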
ARNT TACC3 PPI: disruptors of ARNT/TACC3 protein interaction, primary screen, biochemical, AlphaScreen, single concentration; hit rate 0.66% among 390,000; AlphaScreen His-ARNT PAS-B/GST-TACC3 binding, luminescence; TACC3 fragment carries E629A point mutation; inhibition, % at 9.99 µM;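 active = mean inhibition of replicates at least 50% and at least half of replicates each reaching 50%; inconclusive = half or more replicates reach 50% but mean below 50%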;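 also: 0% = complete ARNT plus TACC3 wells and 100% = ARNT alone without TACC3; many hits fall short of the cut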
DENV2 CPE rescue: inhibitors of DENV2 cytopathic effect, primary screen, cell-based, plate reader, single concentration; hit rate 1.7% among 350,000; AID 651640, 2012; DENV2-infected cells, cytopathic effect rescue; CPE inhibition, % at 9.99 µM; in the data active = CPE inhibition above about 20%, passing the limit was not always enough; inconclusive = no clear call, values can overlap the other calls; tested in BHK-21 cells;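 also: 0% = median of neutral control wells and 100% = median of positive control wells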
EWS-Fli block: EWS/Fli-driven NR0B1 reporter inhibitors, primary screen, A673 cells, NR0B1 luciferase, luminescence, MLPCN library; inhibition, % at 12.6 µM; hit rate 0.67% among 350,000; viability-normalised;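 active = mean inhibition of at least 50% after viability correction, with every replicate also passing that limit; inconclusive = mean reaches 50% but only one of two replicates passes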;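 also: firefly luciferase signal divided by Alamar Blue viability fluorescence both relative to DMSO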
GSIS activator: GLuc luminescence reporter in INS-1E cells, primary screen for activators of glucose-dependent secretion of insulin | INS-1E GLuc reporter insulin secretion, 2-3 h | activation, % at 16.6 µM | hit rate 0.61% among 370,000 | AID 743287, 2014;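 active = lowest replicate activation of at least 40%, so every replicate reaches that level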;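 also: 0% = median of neutral control wells and 100% = median of IBMX positive control wells; some compounds called inactive have numbers as strong as hits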
ERp5 block: inhibitors of ERp5-driven insulin aggregation, primary screen, biochemical, turbidity, absorbance 650 nm, single point | 90 min | hit rate 0.05% among 350,000 | Protein disulfide-isomerase A6 (Homo sapiens), Q15084 | inhibition, % at 9.99 µM | AID 651711, 2012;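 active = mean replicate inhibition above about 25%, with every replicate also reaching it, limit read from the data, passing the limit was not always enough; inconclusive = only one of those two criteria met; inactive = neither criterion met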
Target sequence (Q15084 whole entry, looked up): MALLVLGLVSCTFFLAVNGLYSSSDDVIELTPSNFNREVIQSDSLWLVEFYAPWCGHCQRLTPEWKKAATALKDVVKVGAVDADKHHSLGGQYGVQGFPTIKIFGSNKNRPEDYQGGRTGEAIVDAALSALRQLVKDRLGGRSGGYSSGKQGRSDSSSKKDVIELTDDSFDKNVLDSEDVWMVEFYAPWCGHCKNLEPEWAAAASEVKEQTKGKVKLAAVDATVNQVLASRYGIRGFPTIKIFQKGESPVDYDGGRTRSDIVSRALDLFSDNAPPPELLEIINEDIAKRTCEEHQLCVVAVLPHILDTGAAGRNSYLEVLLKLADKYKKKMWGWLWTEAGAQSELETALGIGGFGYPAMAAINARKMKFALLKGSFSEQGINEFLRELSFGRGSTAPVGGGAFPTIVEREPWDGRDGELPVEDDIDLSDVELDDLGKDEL
XiGFP reactiv: activators of inactive X chromosome reactivation, primary screen, imaging, XiGFP fibroblasts, GFP high-content imaging, set 2 | XiGFP mouse fibroblasts, % GFP-positive cells imaging, 3 d; cells co-treated with 5-aza-dC sensitizer; scaled so ellipticine positive control = 100% | activation, % at 7.58 µM | hit rate 0.055% among 360,000;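 active = mean normalized replicate activation at least 10% and every replicate at or above 10%; inconclusive = only one of the two criteria met; inactive = mean below 10% and not all replicates reach 10%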;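 also: 0% = median of on-plate neutral control wells and 100% = ellipticine 6 µM median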
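System: XiGFP fibroblasts, SV40-immortalized. Medium: DMEM plus 5-aza-dC sensitizer. Doses: single point. Timing: 3 d treatment, 15 min room-temperature fixation. Control set: ellipticine 6 µM.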
Numbers without * were called inactive; ? = inconclusive; nt = not tested or not shown. Rows were taken by chance; 4.2% or so of the library scored in one or more.

Every second line gives: PAX8 inh HTS, CFTR F508del cor, ARNT TACC3 PPI, DENV2 CPE rescue, EWS-Fli block, GSIS activator, ERp5 block, XiGFP reactiv
- Cc1ccc(S(=O)(=O)n2c(N)nc3ccccc32)cc1
→ 13, 0.0, 6, -3, 3, nt, 4, 0.2
- O=C(NCC[C@H]1CC[C@@H](NS(=O)(=O)c2cccc(F)c2)[C@@H](CO)O1)C1CCCC1
→ -1, 1.5, -11, 3, 1, -5, -7, 0.2
- CC(=O)Nc1ccc(NCC(=O)c2ccccc2)cc1
→ -8, -0.3, -2, 7, -1, 1, 2, 0.1
- COc1cccc(NC(=O)c2ccc(NC(=O)C(C)(C)C)cc2)c1
→ -147, nt, 3, 0, -27, 3, 8, 0.2
- CO/N=C/C(C(C)=O)C(=O)Nc1ccc(Cl)cc1Cl (stereo not drawn)
→ -9, 5.6, -12, -5, 4, -5, 0, 0.0
- COc1ccc(-c2ncccc2OC(=O)C23CC4CC(CC(C4)C2)C3)cc1OC
→ 25, 0.0, -7, 16, 7, -18, -1, -0.1
- CC1=CC(=C(C#N)C#N)C=C(C)N1CCC(C)C
→ 11, 1.9, nt, 6, -3, -4, -3, -0.6
- O=C(Nc1ccnn1C1CCN(C(=O)CCc2ccc(F)cc2)CC1)C1CCOC1 (stereo not drawn)
→ 3, 0.1, 4, -3, -1, 0, -10, 0.3
- CCOc1cc(S(=O)(=O)NCc2ccncc2)c(C)cc1C
→ -7, -2.6, 4, -4, -9, 9, 0, 0.2
- CSc1nsc(SC)c1C(=O)O
→ -6, 0.3, -6, nt, 1, 4, -11, 0.0
- CC(=O)Nc1ccc(S(=O)(=O)NCCC(=O)OCC(=O)c2ccccc2)cc1
→ -12, 0.0, -3, -2, -5, -6, -6, -0.1
- Cc1ccccc1-c1ccc2c(c1)[C@@H]1C[C@H]3[C@@H](CN1CC2)[C@H](C)OC(C1CCCCC1)N3C (stereo partly drawn)
→ -7, 2.4, nt, -6, -7, -17, -4, 0.5
- CNC[C@H]1Oc2cc(C#Cc3ccccc3F)ccc2S(=O)(=O)N([C@H](C)CO)C[C@@H]1C
→ -19, -0.1, -6, 0, -1, -2, -2, 0.0
- CC(C)(C)c1ccc(C(=O)/C(C#N)=C/c2cccs2)cc1
→ -19, -33, -2, ?, 6, 7, 2, 0.1
- Cc1ccc(S(=O)(=O)N/N=C/c2cccc3nccnc23)cc1
→ -1, 1.6, -1, 1, -1, 12, -1, nt
- O=C(COC(=O)Cc1ccc(Cl)cc1)Nc1ccc2[nH]c(=O)[nH]c2c1
→ -6, -1.5, 10, ?, 6, 3, 0, 0.0
- Cn1c(=O)c2c(ncn2CC(=O)N2CCN(C(=O)c3ccco3)CC2)n(C)c1=O
→ 4, 0.3, -7, -9, 10, 14, 1, 1.3
- CCOc1ccc(NC(=O)c2ccc(CNc3c(NC4CCCCC4)c(=O)c3=O)cc2)cc1
→ -6, 2.5, -14, 2, -18, 1, 4, 0.0
- C[C@@H]1CN([C@H](C)CO)C(=O)c2cc(NC(=O)Nc3ccc4c(c3)OCO4)ccc2O[C@@H](C)CCCCO[C@H]1CN(C)Cc1ccc(C(F)(F)F)cc1
→ 85*, 5.9, -1, 3, 66*, 6, -1, 0.1
- C[C@H]1CN([C@@H](C)CO)C(=O)c2cccc(NC(=O)Nc3ccc(F)cc3)c2O[C@H]1CN(C)C(=O)Nc1ccc(F)cc1
→ nt, -0.5, 4, -9, -5, -17, 2, 0.0

New compounds follow:
Every second line gives: PAX8 inh HTS, CFTR F508del cor, ARNT TACC3 PPI, DENV2 CPE rescue, EWS-Fli block, GSIS activator, ERp5 block, XiGFP reactiv
- O=S(=O)(Nc1ccon1)c1cc(Cl)ccc1Cl
→ -13, -0.1, -5, -5, -4, 7, 5, 0.0
- O=C(Nc1ccc2c(c1)CCC2)c1ccc(F)c(S(=O)(=O)N2CCOCC2)c1
→ -82, nt, 24, nt, nt, -3, nt, 0.3
- COc1ccc(CNC(=O)c2sc(=O)n(Cc3ccc(C)cc3)c2C)cc1OC
→ -2, 1.2, nt, 5, 1, nt, -1, -0.2
- O=C(NCCSc1ncc(-c2ccc(F)cc2)[nH]1)c1ccc2c(c1)OCO2
→ 3, -0.1, 5, 2, -5, -1, -1, 0.0
- O=C(O)C1CC=CCC1C(=O)Nc1cccc([N+](=O)[O-])c1 (stereo not drawn)
→ 6, -0.9, -9, 7, 1, 12, 0, 0.0
- Cc1ccc(S(=O)(=O)Cc2ccc(C(=O)NC3CCCCCC3)o2)cc1
→ 2, 0.6, -7, -4, -11, nt, 3, 0.0
- O=C(Nc1cccc(F)c1)N[C@H]1CC[C@H](CCn2cc(Cc3ccccc3)nn2)O[C@@H]1CO
→ 4, -2.5, 0, -3, -5, -11, 3, -0.5
- Cc1cccc(C)c1OCc1cc(C(=O)N(Cc2c(C)nn(C)c2C)C2CC2)no1
→ 13, -1.0, -1, -3, nt, -55, -3, -0.1
- CCCCC[C@@H](C)N1C[C@H](COCc2ccccc2)Oc2cc(N3CC[C@H](O)C3)ccc2S1(=O)=O
→ 15, 0.1, nt, -10, 7, -5, 1, -0.1
- COc1ccc(CCNC(=O)COC(=O)c2cccs2)cc1
→ 83*, -0.7, -3, 0, -1, 14, -3, -0.1
- CCCCC(=O)Nc1c2c(nn1-c1ccc([N+](=O)[O-])cc1)CS(=O)(=O)C2
→ -4, -1.2, 27, 7, -59, 15, 3, 0.0
- C1=CC2CCC1ON2c1ccccc1 (stereo not drawn)
→ 8, nt, 1, nt, nt, 1, nt, 0.0
- CS(=O)(=O)N1CCC(C(=O)NCc2ccc(Cl)cc2Cl)CC1
→ 19, 1.0, nt, 5, 4, -3, 0, -0.1
- COc1ccccc1Oc1ccccc1[N+](=O)[O-]
→ -10, -1.5, -11, 2, -4, 7, 0, -0.1
- CC(=O)c1c(C)[n+]([O-])c2ccc3c(non3O)c12
→ 4, -1.7, 7, 8, -60, 2, -1, -0.1
- O=C(NCC(=O)N1CCC2(CC1)NCCc1[nH]cnc12)c1ccccc1F
→ 4, 2.1, 1, -5, 5, 1, 1, 0.0
- CCN1CCCC1CN(Cc1cc2ccc(C)cc2[nH]c1=O)C(=S)Nc1ccccc1C(=O)OC (stereo not drawn)
→ -13, -1.8, 5, 4, 13, -2, -1, 0.0
- COc1ccc(N2C(c3ccsc3)=Cc3cc4c(cc3C2c2c[nH]c3ccccc23)OCO4)cc1 (stereo not drawn)
→ 73*, -0.1, nt, 0, 11, -52, -17, 0.1
- O=C(C[C@H]1C=C[C@@H](NC(=O)Nc2ccccc2F)[C@H](CO)O1)NCc1ccc(-c2ccccc2)cc1
→ -25, -2.7, 7, 16, 1, 1, -5, 0.2
- O=C(CCSc1ccc(F)cc1)NNC(=O)c1ccc([N+](=O)[O-])cc1
→ 14, -1.2, -3, -3, 0, 10, -3, -0.1

Reformatted with each value named: four of the compounds above
O=C(C[C@H]1C=C[C@@H](NC(=O)Nc2ccccc2F)[C@H](CO)O1)NCc1ccc(-c2ccccc2)cc1
  PAX8 inh HTS: -25
  CFTR F508del cor: -2.7
  ARNT TACC3 PPI: 7
  DENV2 CPE rescue: 16
  EWS-Fli block: 1
  GSIS activator: 1
  ERp5 block: -5
  XiGFP reactiv: 0.2
O=C(CCSc1ccc(F)cc1)NNC(=O)c1ccc([N+](=O)[O-])cc1
  PAX8 inh HTS: 14
  CFTR F508del cor: -1.2
  ARNT TACC3 PPI: -3
  DENV2 CPE rescue: -3
  EWS-Fli block: 0
  GSIS activator: 10
  ERp5 block: -3
  XiGFP reactiv: -0.1
O=S(=O)(Nc1ccon1)c1cc(Cl)ccc1Cl
  PAX8 inh HTS: -13
  CFTR F508del cor: -0.1
  ARNT TACC3 PPI: -5
  DENV2 CPE rescue: -5
  EWS-Fli block: -4
  GSIS activator: 7
  ERp5 block: 5
  XiGFP reactiv: 0.0
O=C(O)C1CC=CCC1C(=O)Nc1cccc([N+](=O)[O-])c1 (stereo not drawn)
  PAX8 inh HTS: 6
  CFTR F508del cor: -0.9
  ARNT TACC3 PPI: -9
  DENV2 CPE rescue: 7
  EWS-Fli block: 1
  GSIS activator: 12
  ERp5 block: 0
  XiGFP reactiv: 0.0

Next results follow.
Every second line gives: PAX8 inh HTS, CFTR F508del cor, ARNT TACC3 PPI, DENV2 CPE rescue, EWS-Fli block, GSIS activator, ERp5 block, XiGFP reactiv
- NCC(=O)CCC(=O)O
→ -8, 6.1, -5, -11, 4, nt, 2, 0.0
- COc1cccc(COC(=O)c2c(C)nn(-c3ccccc3)c2Cl)c1OC
→ -18, 0.1, -3, -1, 1, -1, 5, 0.5
- CCc1cc(=O)oc2cc(OCC(=O)NCC3CCC(C(=O)O)CC3)ccc12 (stereo not drawn)
→ nt, -1.3, nt, -3, -12, 12, 2, nt
- COc1ccc(CC(=O)Nc2ccc(S(=O)(=O)N3CCC(C)CC3)cc2)c(OC)c1
→ 15, -0.1, -1, 4, 20, -20, 2, 0.3
- Cc1ccc(S(=O)(=O)c2ccc(Cl)cc2)cc1S(=O)(=O)N1CCN(C)CC1
→ nt, 0.9, 1, nt, 9, -34, 0, nt
- Fc1ccccc1-c1nc(NCCCN2CCOCC2)c2ccccc2n1
→ -14, 0.6, 0, 13, -2, 6, -6, 0.0
- C[C@@H]1CN([C@H](C)CO)S(=O)(=O)c2ccc(C#CC3CC3)cc2O[C@H]1CN(C)C(=O)Nc1cc(F)ccc1F
→ nt, 4.9, nt, nt, 15, -16, nt, -0.4
- CCS(=O)(=O)c1ccc(O)c(NC(=O)COc2ccc(Br)cc2)c1
→ 1, 1.0, 4, 1, -13, 6, 2, 0.0
- O=C(CCCCl)Oc1ccc2cc(-c3ccc4ccccc4n3)c(=O)oc2c1
→ -38, -0.8, 2, -4, -57, -14, 0, 0.0
- O=[N+]([O-])c1ccc(N=Cc2sc3ccccc3c2O)cc1
→ -11, nt, nt, -1, nt, 1, -1, 0.0
- Cc1ccc(-n2sc3cc(F)ccc3c2=O)c(C)c1
→ 8, -3.8, nt, 16, 11, 207*, 5, 0.0
- Cc1ccc(-n2cccc2C(=O)NS(=O)(=O)c2ccc(C)cc2)cc1
→ -12, 1.7, nt, -4, -8, 10, 10, -0.4
- COc1ccc(S(=O)(=O)Nc2ccc3c(c2)C(=O)N([C@H](C)CO)C[C@H](C)[C@@H](CN(C)C(=O)Nc2cccc4ccccc24)O3)cc1
→ nt, 1.8, 0, -10, -9, -7, -1, 0.4
- CCN1[C@@H]2Cn3c(ccc(-c4ccccc4)c3=O)[C@H]1[C@@H](C(=O)NCCCN1CCOCC1)[C@@H]2CO
→ nt, nt, 1, 10, 2, 6, 0, 0.0
- Cc1cccc(OCC(=O)NCCNC(=O)c2cnccn2)c1
→ -6, -5.9, 6, -3, 0, 10, 0, 0.0
- O=C1NC(=O)/C(=C\c2ccc(Oc3ccc([N+](=O)[O-])cn3)cc2)S1
→ -18, nt, -7, nt, nt, -38, nt, 0.0
- CCOc1cccc(C(=O)N(Cc2ccc(F)cc2)C2CCS(=O)(=O)C2)c1 (stereo not drawn)
→ nt, -3.1, 4, 0, 5, nt, -3, nt

Compound activity from PubChem.
